# Source: PubChem (National Center for Advancing Translational Sciences (NCATS))
# IL-1B inflam inh = inhibitors of inflammasome signaling (IL-1 beta secretion). THP-1 LPS/ATP IL-1B secretion, AlphaLISA, 16 h; hits give low values. activity change, % at 57.5 µM. actives 4.7% (n = 360,000). AID 743279; in the data active means activity change below about -50%; inconclusive means mostly about -30% to -49%; further: on the % scale 0 is the no-effect control and ±100 the full control effect
#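 Secreted IL-1B measured by AlphaLISA bead assay after 16 h compound exposure of THP-1 cells; compounds (final up to 57.5 uM) added 1 h before LPS (250 ng/mL) and ATP (1.25 mM) stimulation; lower signal means less secretion.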
# KB-3-1 tox = KB-3-1 parental cell cytotoxicity; KB-3-1 viability, CellTiter-Glo ATP luminescence, 72 h; Potency, µM (doses to about 46.1 µM), for the others: at the highest dose activity change, negative = cytotoxic, actives largely listed as cytotoxic; actives 1.4% (n = 400,000); further: potency means the concentration at half of the fitted maximal effect; on the % scale 0 is the no-effect control and ±100 the full control effect; nearly all actives have a fitted effect of over 60% in size
#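 72 h, 37 °C compound treatment of KB-3-1 parental cells; CellTiter-Glo added, 10 min, luminescence read. Data corrected against DMSO-only plates and normalized before curve fitting.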
# MCF10A rerep = induces DNA re-replication in MCF 10a normal breast cells | MCF 10A DNA re-replication, Hoechst nuclear intensity, 48 h | Potency, µM (top dose mostly 46.1 µM), without a hit: at the top dose activity, positive = re-replication, hits mostly activators | actives 2.9% (n = 350,000) | AID 624296; further: potency means the concentration at half of the fitted maximal effect; % of control where 0% means no effect; nearly all actives have a fitted effect of over 50% in size
# ATXN2 expr inh = ATXN2 expression inhibition | HEK-293 ATXN2-luciferase reporter, luminescence, 24 h | Potency, µM (top dose mostly 57 µM), for inactives: top-dose activity change, negative = inhibition, usual class: inhibitors | actives 0.72% (n = 360,000); further: potency means the concentration at half of the fitted maximal effect; on the % scale 0 is the no-effect control and ±100 the full control effect; nearly all actives have a fitted effect of over 55% in size
#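 qHTS (up to 57 uM final) was run with 24 h compound exposure of reporter cells at 37 °C. Each well was multiplexed: SteadyGlo luminescence measured ATXN2-luciferase expression after a fluorogenic Gly-Phe-AFC viability readout (25 uM final).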
# KB-V1 cytotox = KB-V1 MDR subline cytotoxicity; KB-V1 MDR cells viability, CellTiter-Glo, 72 h; Potency, µM (doses to about 46.1 µM), inactives show at the highest dose activity change, negative = cytotoxicity, actives largely listed as cytotoxic; actives 3.4% (n = 400,000); AID 1347076; further: potency means the concentration at half of the fitted maximal effect; on the % scale 0 is the no-effect control and ±100 the full control effect; nearly all actives have a fitted effect of over 60% in size
#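 Cytotoxicity toward P-gp-expressing KB-V1 cells was determined as loss of CellTiter-Glo luminescence after 72 h at 37 degrees C. Compounds were tested in quantitative HTS format across a concentration range, with curves fitted to normalized data.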
# WRN inhibitor = WRN helicase (human) inhibition. WRN helicase unwinding, fluorescent forked duplex, kinetic. Q14191. Potency, µM (doses to about 114 µM), inactives show top-dose activity change, negative = inhibition, most hits filed as inhibitors. actives 0.46% (n = 360,000); further: potency means the concentration at half of the fitted maximal effect; on the % scale 0 is the no-effect control and ±100 the full control effect; nearly all actives have a fitted effect of over 55% in size
#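 Fluorescence dequenching readout, ex 525 nm/em 598 nm, kinetic mode: forked duplex DNA (100 nM final) with adjacent fluorophore and quencher unwound by WRN (20 nM final) with 2 mM ATP. Compound preincubation 15 min, room temperature.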
# HT1080-NT tox = kills 2HG-producing HT-1080-NT fibrosarcoma cells | Potency, µM (top dose mostly 46.1 µM), inactives show at the top dose activity, negative = less viability, actives largely listed as cytotoxic | HT-1080-NT fibrosarcoma viability, CellTiter-Glo ATP luminescence, 48 h | actives 1.6% (n = 360,000);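 further: NT is the 2HG producing partner of a matched IDH1 knockdown line; potency means the concentration at half of the fitted maximal effect; 0% = DMSO-treated cells and -100% = media-only wells without cells; nearly all actives have a fitted effect of over 55% in size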
#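 HT-1080-NT fibrosarcoma cells (2HG-overproducing), 750 cells/well in RPMI with 5% FBS, dosed after 2 h and incubated 48 h at 37C. CellTiter-Glo luminescence normalized to DMSO and no-cell wells; concentration-response curves fitted and classed.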
# HT1080 IDH1KD tx = kills HT-1080 cells with IDH1 knockdown; HT-1080 IDH1 knockdown viability, ATP luminescence, 48 h; Potency, µM (doses to about 46.1 µM), inactives show at the highest dose activity, negative = toxicity, most hits filed as cytotoxic; actives 2% (n = 360,000); AID 686971;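 further: potency means the concentration at half of the fitted maximal effect; 0% = DMSO wells and -100% = cell-free medium wells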
#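 Assay cells: HT-1080 with IDH1 knockdown, 750 per well, RPMI/5% FBS. Exposure: 48 h at 37 °C following 2 h pre-incubation. Read: CellTiter-Glo luminescence; fitted concentration-response, curve class assigned.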
# SW480 rerep = DNA re-replication induction in SW480 cells. SW480 DNA re-replication, Hoechst DNA content imaging, 48 h. Potency, µM (titrated, usually from 46.1 µM), without a hit: at the highest dose re-replication activation, most hits filed as activators. actives 1.8% (n = 340,000). AID 624297; further: potency means the concentration at half of the fitted maximal effect; % of control where 0% means no effect; nearly all actives have a fitted effect of over 55% in size
#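 DNA re-replication was detected as more nuclei of elevated Hoechst intensity after 48 hr exposure to compound (23 nL pinned per well of 250 cells).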
# Numbers without * were called inactive; i = inactive; ? = inconclusive; / = not tested or not shown; [ ] = another dose, or the depositor's remark. Unless noted, the call rests on the fitted dose curve; in most records, active means well fitted curve in the direction sought with a large enough effect; inconclusive means small, poorly fitted or top-dose-only effect, or another doubt; inactive means no such curve, though single readings can be large; an effect the other way counts as inactive or inconclusive. Outcome played no part in choosing rows, and some 12% of all compounds hit somewhere here.
SMILES,IL-1B inflam inh,KB-3-1 tox,MCF10A rerep,ATXN2 expr inh,KB-V1 cytotox,WRN inhibitor,HT1080-NT tox,HT1080 IDH1KD tx,SW480 rerep
CCCN(CCC)Cc1c(C(=O)N/N=C/C(C)=C\c2ccco2)nnn1-c1nonc1N,-60*,-3%,11%,?,?,2%,-31%,?,?
CC(=O)Nc1nc2ccccc2n1Cc1ccc(C)cc1,-13,?,?,-24%,-5%,-4%,-6%,-13%,1%
CCOc1cc(N2CCOCC2)c(OCC)cc1NC(=O)COC(=O)[C@@H]1CCCN1S(=O)(=O)c1ccccc1F,21,-1%,-3%,-14%,-1%,1%,-1%,-28%,-5%
c1cc(CNc2ccc3c(c2)OCO3)ccn1,-3,3%,19%,26%,10%,5%[57.1 µM],8%,5%,-6%
COc1ccc(OCC(=O)Nc2ccc(N3CCN(C(=O)c4ccccc4)CC3)c(Cl)c2)cc1,i,-15%,?,?,?,-13%,-14%,-9%,-7%
CNc1ccccc1C(=O)OCC(=O)c1ccc(F)cc1,-13,-10%,5%,-17%,-6%,17%,2%,-7%,1%
COc1cccc(C(=O)NNC(=O)CCC(=O)O)c1,0,0%,-3%,8%,?,-3%,4%,17%,11%
CCc1ccc(OCc2n[nH]c(=S)n2C(C)CCCC(C)C)cc1 (centres undefined),-9,-6%,13µM*,?,-11%,-14%,-12%,-26%,-3%
Cc1cc(C)c(CSc2nnnn2-c2ccc(C(=O)O)cc2)c(C)c1,15,0%,14%,6%,5%,7%[57.1 µM],-6%,-14%,?
COCCNC(=O)C1CCCN(C(=O)c2sccc2C)CC1 (centres undefined),28,0%,/,2%,2%,-5%,29%,1%,/
Cc1cc(=O)n2c(c1C#N)SC1CCCCC12O (centres undefined),-2,0%,?,-1%,2%,0%[57.1 µM],-2%,-4%[9.24 µM],1%
CCOC1CCCc2oc(-c3ccc(OC)cc3)c(C(=O)NCCCCO)c21 (centres undefined),-20,-9%,/,17%,-15%,-7%,-1%,14%,/
COc1cccc(NC(=O)Cn2c3ccccc3c3nc4n(c(=O)c32)CCS4)c1,13,15%,20%,-8%,-5%,-4%,3%,-11%,1%
O=c1cc(CN2CCN(Cc3ccccc3)CC2)c2ccc(O)cc2o1,31,-2%,-13%,-23%,-15%,-22%,-2%,-11%,-8%
Cc1ccsc1CCNC(=O)C1CCC(=O)N(CCc2cccc(F)c2)C1 (centres undefined),-10,-4%,-23%,38%[activator],-29%,4%,-1%,-1%,-14%
CC(=O)c1ccc(O)c(CO)c1,18,3%,-2%,-19%,9%,5%,-2%,-3%,0%
COCc1nnc(NC(=O)CSCc2ccccc2)s1,4,3%,-5%,1%,11%,-3%,13%,13%,1%
Cc1nn(Cc2ccccc2)c(C)c1NC(=O)CSc1n[nH]c(C)c1[N+](=O)[O-],11,-1%,-1%,-2%,-1%,3%,9%,5%,-5%
CCOc1cc2c(cc1O)C(=NO)CC1C2CCC2(C)C(O)CCC12 (centres undefined),-1,0%,?,3%,0%,-9%,0.29µM*,?,?
COc1ccc(CC(=O)N[C@@H]2c3ccccc3CC[C@H]2OCc2ccccc2)cc1,-11,-13%,-3%,-3%,-21%,5%,8%,-2%,9%
Nc1nc2c(ncn2C2CCCC2)c(=O)[nH]1,1,14%,-3%,6%,?,-11%,0%,0%,3%
CCn1cc(C(=O)NC(C)C2CC3CCC2C3)cn1 (centres undefined),16,17%,0%,1%,?,-19%[57.1 µM],19%,17%,-3%
C/C(=C\COc1cc(=O)[nH]c2ccccc12)CCC(O)C(C)(C)O (centres undefined),-13,0%,-2%,1%,-13%,2%,-5%,-5%,1%
N/C(=N\OS(=O)(=O)c1cccc([N+](=O)[O-])c1)c1ccncc1,-4,1%,-2%,-5%,16%,2%,14%,10%,-6%
Cc1ccc(S(=O)(=O)N2CCN(S(=O)(=O)c3cccs3)CC2)cc1,i,-4%,8%,-9%,-3%,-19%,-5%,6%,3%
CC(=O)Nc1c(C#N)c(C(C)(C)C)cn1C,0,-4%,0%,2%,20%,4%,9%,-11%,3%
CCN(CC)S(=O)(=O)c1cccc(NC(=O)/C=C/c2ccc([N+](=O)[O-])cc2)c1,5,-4%,11%,-10%,-29%,6%,13%,2%,-3%
Cc1ccc(NCc2nnc(SCC#N)o2)c(C)c1,-25,-1%,?,-24%,-13%,-1%,-6%,9%,-5%
COC(=O)[C@]1(Cc2ccccc2)N[C@H](CN(C)S(=O)(=O)c2ccc(F)cc2)[C@@H]2C(=O)N(Cc3ccccc3)C(=O)[C@@H]21,-20,0%,4%,-8%,-1%,0%,0%,0%,-2%
CC(=O)Oc1ccc(C(=O)Nc2ccccc2C(=O)Nc2ccc(C(=O)O)cc2)cc1,0,-6%,-4%,-35%,3%,-4%,7%,7%,-29%
CCOC(=O)CNC(=O)COc1ccc(Cl)cc1Br,-10,14%,4%,1%,13%,6%,6%,5%,-7%
CN(C(=O)c1cccc(C(F)(F)F)c1)C1CCCc2ccccc21 (centres undefined),20,-1%,15%,-17%,-2%,-4%,-26%,-26%,13%
C=CCSc1ncc(-c2ccccc2)cn1,13,15%,-2%,23%[11.3 µM],10%,-17%,?,?,-2%
CCCCNc1c(CC(C)C)nc2nc(C)cc(C)n12,14,-3%,/,1%,?,3%,9%,5%,/
S=C(Nc1ccccc1Cl)NC1CCN(Cc2ccccc2)CC1,-7,-23%,12%,-13%,?,-2%,-2%,1%,1%
Clc1ccccc1CSc1nc2ccncc2[nH]1,8,0%,6%,54%[activator],0%,0%,-22%,-17%,-4%

# Structures listed so far marked active in IL-1B inflam inh:
smiles,IL-1B inflam inh,WRN inhibitor,SW480 rerep
CCCN(CCC)Cc1c(C(=O)N/N=C/C(C)=C\c2ccco2)nnn1-c1nonc1N,-60*,2%,?

# (listing goes on)
SMILES,IL-1B inflam inh,KB-3-1 tox,MCF10A rerep,ATXN2 expr inh,KB-V1 cytotox,WRN inhibitor,HT1080-NT tox,HT1080 IDH1KD tx,SW480 rerep
Cn1cnc2c1c(=O)n(Cc1ccccc1C#N)c(=O)n2C,19,4%,-1%,-11%,8%,9%,-6%,0%,-6%
Cc1nc2sccn2c(=O)c1S(=O)(=O)NCCc1ccc(Cl)cc1,11,3%,2%,8%,?,1%,6%,10%,-6%
COc1ccc(-c2cc(-c3c(O)c(OC)c4occc4c3OC)[nH]n2)cc1,?,?,?,2%,13µM*,-19%,?,?,?
CCCn1c(CN2CCN(C(=O)OCC)CC2)nc2cc(NC(=O)C(C)C)ccc21,0,?,?,-11%,?,-7%[57.1 µM],-26%,?,?
COc1ccccc1N1CCN(C(=O)C(=O)N/N=C/c2ccccc2F)CC1,-5,-1%,-3%,-13%,9%,-10%,2%,-1%,-2%
O=C(N/N=C/c1ccc(O)cc1O)c1ccc(NC(=O)C2CCCCC2)cc1,267,?,?,5.6µM*,0%,-5%[11.6 µM],?,9.2µM*,16µM*
Cc1nc2cc(Cl)c(Cl)cc2n1-c1ccccn1,17,28%,-9%,-7%,-1%,11%,8%,0%,0%
COc1ccc(N2C(=O)C(Cl)=C(Nc3c(C)n(C)n(-c4ccccc4)c3=O)C2=O)cc1,-13,-11%,6%,0%,-10%,-14%,1%,-1%,-2%
O=C(CSc1c[nH]c2ccccc12)N1CCCc2ccccc21,3,-4%,-4%,5%,-24%,-10%,-8%,-2%,2%
COc1ccccc1C(=O)NCCC(=O)Nc1cccc(C)n1,0,?,1%,12%,9%,2%,7%,-2%,7%
Nc1nc(-c2ccco2)nn1C(=O)c1cccnc1,1,4%,6%,1%,-1%,-15%,-2%,-2%,-21%
Cc1ccc(C(=O)N/C(=C\c2ccc(-c3ccc([N+](=O)[O-])cc3)o2)C(=O)NC2CCS(=O)(=O)C2)cc1 (centres undefined),-18,2%,?,4%,9%,0%,-1%,-12%,?
Cc1ccoc1C(=O)Nc1cccc2ccccc12,-10,-10%,-2%,/,-2%,4%,1%,-3%,3%
COc1cc([N+](=O)[O-])ccc1NC(=O)CSc1n[nH]c(C(C)C)n1,4,0%,-6%,-13%,-3%,4%,8%,11%,-17%
CC1S/C(=N/N=C/c2ccco2)N(Cc2ccc(F)cc2)C1=O (centres undefined),-23,0%,7%,/,-18%,3%,-3%,-12%,?
COc1ccccc1NC(=O)c1nnn(CC(=O)Nc2cc(C)cc(C)c2)c1N,-8,4%,-3%,/,11%,-2%,0%,2%,-2%
CC(=O)c1csc(COc2cc(Cl)cc(Cl)c2)n1,-3,?,-2%,19%,19%,-3%,-22%,-6%,0%[9.22 µM]
Cc1ccc(Cl)cc1NC(=O)Cn1cccc1,-5,14%,3%,-1%,5%,2%,-5%,2%,-12%
COC(=O)c1ccc(CSc2cc(C)c3cccc(C)c3n2)o1,-1,11%,10%,-11%,?,-2%,-2%,-16%,1%
CCC(=O)c1c[nH]c(C(=O)NCc2ccco2)c1,5,4%,-2%,-16%,?,-7%,16%,11%,3%
O=C(c1ccccc1)N1CCN(S(=O)(=O)N2CCOCC2)CC1,-20,-3%,1%,-11%,-3%,6%,12%,13%,-106%[inhibitor]
Cc1cc(=O)oc2cc(OCC(=O)NCCc3nc4ccccc4[nH]3)ccc12,13,18%,23%,-5%,0%,-11%,-4%,6%,-7%
CCC(C)NC(=O)CSc1ncccc1C(=O)O (centres undefined),12,3%,-15%,-4%,-5%,2%,2%,16%,3%
